NOD2 RIPK2 PPI: NOD2-RIPK2 binding disruptors in cells, primary screen, fluorescence, CHO cells, BLA complementation; Receptor-interacting serine/threonine-protein kinase 2 (Homo sapiens), O43353; CCF4 ratio; inhibition, % at 4.98 µM; hit rate 0.38% among 360,000; AID 624267, 2012; in the data active = inhibition above about 21%;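 note: 0% = vehicle only and 100% = reference blocker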
ABHD5-PLIN5 inh: ABHD5-PLIN5 interaction inhibitors, primary screen, cell lysate, split luciferase complementation, luminescence. Perilipin-5 (Homo sapiens) + 1-acylglycerol-3-phosphate O-acyltransferase ABHD5 (Homo …. Split G. princeps luciferase complementation, 4 h. inhibition, % at 4 µM. hit rate 0.78% among 360,000. AID 602281, 2012;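 active = inhibition above the mean inhibition across every tested compound plus 3 SD, cut at about 22% in these data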;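 note: 0% = DMSO only wells and the 100% control is not disclosed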
Target sequence (Q00G26 whole entry, looked up): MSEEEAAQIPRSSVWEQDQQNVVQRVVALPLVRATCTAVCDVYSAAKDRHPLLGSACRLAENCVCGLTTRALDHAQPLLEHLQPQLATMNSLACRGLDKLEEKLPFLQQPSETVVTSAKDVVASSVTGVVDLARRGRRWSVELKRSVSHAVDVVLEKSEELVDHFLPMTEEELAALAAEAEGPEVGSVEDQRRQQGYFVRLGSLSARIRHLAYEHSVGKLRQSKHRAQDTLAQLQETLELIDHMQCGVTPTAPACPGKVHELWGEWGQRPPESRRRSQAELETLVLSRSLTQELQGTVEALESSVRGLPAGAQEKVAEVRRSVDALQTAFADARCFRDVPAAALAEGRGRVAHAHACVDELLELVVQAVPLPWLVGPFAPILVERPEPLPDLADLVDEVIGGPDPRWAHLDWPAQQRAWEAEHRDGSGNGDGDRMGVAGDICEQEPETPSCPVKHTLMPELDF
Target sequence (Q8WTS1 whole entry, looked up): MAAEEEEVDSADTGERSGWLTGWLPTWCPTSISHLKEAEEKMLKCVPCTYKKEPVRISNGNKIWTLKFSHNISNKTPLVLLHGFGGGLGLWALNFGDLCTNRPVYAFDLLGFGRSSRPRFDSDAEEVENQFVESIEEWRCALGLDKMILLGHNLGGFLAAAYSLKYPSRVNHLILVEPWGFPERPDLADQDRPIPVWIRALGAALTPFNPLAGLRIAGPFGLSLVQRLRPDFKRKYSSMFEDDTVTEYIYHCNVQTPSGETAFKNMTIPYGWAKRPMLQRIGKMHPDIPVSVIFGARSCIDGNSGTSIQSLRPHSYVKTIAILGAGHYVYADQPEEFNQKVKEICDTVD
Glyco luc inh: increase of ERlucT glycosylation luciferase signal, primary screen, N-linked glycosylation inhibitor project, D54 ERlucT cells, luminescence, set 2; D54 ERlucT glycosylation luciferase reporter, 24 h; percent of 100 nM tunicamycin response; reporter increase, % at 12.5 µM; hit rate 0.23% among 360,000; AID 588692, 2011;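 active = mean luciferase reporter signal, scaled so untreated is 0 and the glycosylation-blocking control 100, at or above a set limit in every replicate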;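 note: luciferase carries N-glycosylation sites so blocking glycosylation raises the light; 0% = median of neutral control wells and 100% = median of 100 nM tunicamycin wells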
TLR9-MyD88 block: inhibitors of TLR9-MyD88 association in cells, primary screen, cell-based, CHO, BLA complementation, fluorescence; AID 504734, 2011; CCF4 FRET ratio; hit rate 0.21% among 340,000; inhibition, % at 4.98 µM; Toll-like receptor 9 (Homo sapiens) + Myeloid differentiation primary response protein …;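 active = inhibition above the mean over all tested compounds plus 3 SD, cut at about 21% in these data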;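 note: 0% = DMSO only wells and 100% = clavulanate BLA inhibitor control wells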
HTR2A ag: mouse Htr2a agonists via beta-arrestin recruitment, primary screen, cell-based, luminescence. 5-hydroxytryptamine receptor 2A (Mus musculus), P35363. CHO-K1 mHTR2A beta-arrestin complementation; percent of 30 µM serotonin response. activation, % at 7.6 µM. hit rate 0.66% among 360,000;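 active = activation above a run cutoff, the mean activation of all tested compounds plus 3 SD, cut at about 14% in these data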;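 note: 0% = plate median of compound wells and 100% = 30 µM serotonin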
NCOA2 inhibitor: inhibition of GAL4-SRC2 driven luciferase reporter, primary screen, SRC2 inhibitor project, cell-based, luminescence; HEK293 GAL4-SRC2 luciferase reporter; inhibition, % at 9 µM; hit rate 0.17% among 370,000; Nuclear receptor coactivator 2 (Homo sapiens), Q15596;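 active = inhibition above the mean inhibition of all tested compounds plus 3 SD, set per campaign, cut at about 52% in these data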;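 note: 0% = DMSO treated cells and 100% = cells given Gossypol at 36 µM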
MC4R antagonist: MC4R antagonists of cAMP signaling, primary screen, cell-based, TR-FRET, antagonist arm of biased-ligand search; Melanocortin receptor 4 (Homo sapiens), P32245; MC4R-expressing cells, MTII-stimulated cAMP, LANCE TR-FRET; inhibition, % at 6.5 µM; hit rate 0.48% among 360,000;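 active = inhibition above its plate's cutoff, the mean of tested wells on that plate plus 3 SD, cut at about 29% in these data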;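 note: 0% = Melanotan II alone and 100% = Melanotan II plus saturating MCL0020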
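System: U2OS-MC4R stable cell line; Technique: Eu-cAMP/anti-cAMP TR-FRET, emission 671 nm; Repeats: single well per compound; Also added: Melanotan II; Dosing: one concentration, 6.5 µM nominal; Schedule: 30-min compound, 1-h challenge, 1-h detection, room temperature.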
Cardio protect: cardioprotection against H2O2-induced cell death, primary screen, uHTS, H9c2 cells, ATPLite luminescence. protection from H2O2 cell death, % at 20 µM. hit rate 0.63% among 360,000. AID 588492, 2011. H9c2 cardiomyocytes, H2O2 injury protection, 2 h;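 active = compounds giving at least 50% protection of heart cells from peroxide-induced death in the single-dose screen, raw or plate-pattern-corrected value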;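 note: 0% = DMSO wells with peroxide and 100% = DMSO wells without peroxide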
MC4R ag barr: MC4R agonists recruiting beta-arrestin, primary screen, cell-based, luminescence, agonist arm of biased-ligand search; Melanocortin receptor 4 (Homo sapiens), P32245; U2OS MC4R beta-arrestin complementation; percent of melanotan II response, DMSO zero; activation, % at 8.9 µM; hit rate 0.98% among 360,000; AID 540308, 2011;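 active = activation above a per-plate cutoff, the mean activation of sample wells on that plate plus 3 SD, cut at about 8% in these data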
ABCB6 inh MLPCN: ABCB6 transporter inhibitors, primary screen, K562-ABCB6 cells, flow cytometry, MLPCN library; ATP-binding cassette sub-family B member 6 (Homo sapiens), Q9NP58; K562-ABCB6 porphyrin accumulation, 1 h; hits give low values; fluorescence ratio to DMSO, % at 10 µM; hit rate 0.19% among 360,000;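 active = fluorescence ratio to DMSO below 75%, the collection mean minus 3 SD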;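 note: signal is porphyrin accumulated inside mitochondria; 100% equals median channel fluorescence of DMSO control wells; lower ratio means ABCB6 inhibition with less porphyrin fluorescence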
* hit, by the source's call; x = no result given. Only part of the results is shown. The share of hits here may be higher or lower than overall.

The line under a structure holds: NOD2 RIPK2 PPI, ABHD5-PLIN5 inh, Glyco luc inh, TLR9-MyD88 block, HTR2A ag, NCOA2 inhibitor, MC4R antagonist, Cardio protect, MC4R ag barr, ABCB6 inh MLPCN
- CC1ON=C(c2ccccn2)N(Cc2ccc3c(c2)OCO3)C1=O (configuration not stated)
 : 3.9, -8.1, 2.1, x, -3.4, -1.2, 9.9, 0.4, 0.3, 102.0
- CC(C)C(=O)Nc1cccc(C(=O)Nc2nncs2)c1
 : -1.6, 0.0, -0.2, 16.8, 3.0, -8.6, 12.1, 4.0, -2.1, 95.0
- Clc1ccc(CCNc2ncnc3nc[nH]c23)cc1
 : -10.9, 0.1, -3.2, -3.0, -1.2, 14.7, 6.1, -24.4, -0.8, 98.0
- O=C(NC1CCN(C(=O)NCc2ccccc2)CC1)c1ccccc1
 : -2.5, 3.0, -0.3, -0.9, 4.0, -22.1, 4.7, -3.3, -1.1, 90.0
- O=[N+]([O-])c1cncc([N+](=O)[O-])c1Nc1ccccc1Cl
 : -13.8, -4.2, 3.3, 2.0, -2.9, -2.4, -6.7, -11.3, -2.4, 101.0
- COc1ccc(-c2nc(NCCN(C)C)nc3ccsc23)c(C)c1
 : 11.6, 2.6, -3.3, x, -3.9, -2.2, 8.9, 10.9, 0.5, 96.0
- NC(=O)C1=C[C@H](c2ccc(C(F)(F)F)cc2)C[C@H](OCCCCO)O1
 : 4.9, -10.1, 3.5, 8.3, -1.9, -0.8, 9.3, -2.0, -2.2, 99.0
- CN1CCc2c(n(CC(O)CN(CCO)CCO)c3ccccc23)C1=O (configuration not stated)
 : -8.3, -4.7, 2.7, -8.6, -4.5, 0.3, -0.5, 4.5, 0.1, 99.0
- O=c1c(/C=N/O)coc2ccc(Cl)cc12
 : -10.4, -2.0, 1.9, -3.7, -1.9, -20.6, 6.9, 3.2, 1.9, 99.0
- CCCCN(CC)CCNC(=O)CN1C(=O)COc2ccc(S(=O)(=O)N3CCCC3)cc21
 : 7.6, 3.2, -0.7, 7.9, 2.3, -7.2, 8.8, 13.8, 1.4, 102.0
- Cc1ccc(-n2c(CCC(=O)O)ccc2-c2cccs2)cc1C
 : -6.2, 15.9, 3.2, -3.7, -0.6, -35.4, 4.1, 1.7, -1.2, 107.0
- Cc1cc(C)cc(-n2ncc3c2CCCC3NC(=O)c2ccccc2N2CCOCC2)c1 (configuration not stated)
 : 3.9, 10.1, 3.2, -2.7, -5.4, 18.6, -3.4, -1.1, -2.5, 107.0
- Cc1c(-c2nnc(-c3ccc(C(F)(F)F)cc3)o2)cnn1-c1ccccc1
 : -4.5, 1.4, 1.9, 2.5, -1.1, 9.6, 2.3, -10.1, -1.0, 108.0
- CCOC(=O)c1c(-c2ccc(OC)c(OC)c2)csc1NC(=O)C1CCCO1 (configuration not stated)
 : -4.6, 0.0, -1.6, -12.7, 1.4, 4.0, 27.7, 5.9, 0.3, 96.0
- COC(=O)c1cccc(N(CC(=O)NC2CCCC2)C(=O)CCC(=O)Nc2cc(C)on2)c1
 : -3.6, -7.2, -0.2, -7.9, 4.7, -2.2, 6.8, 4.6, 1.6, 100.0
- Clc1ccc(CN=C(Nc2ccccc2)NC2CCCCC2)cc1
 : -2.6, 8.6, -0.5, -12.8, -11.7, 0.9, 6.3, 5.9, 0.3, 99.0
- CSc1ccc(C(=O)N2CCC(n3nccc3NC(=O)C3CC3)CC2)cc1
 : -2.5, 8.0, 0.2, -1.2, -1.1, -17.8, -4.0, -4.6, 1.7, 104.0
- COc1ccc(N2CCN(C(=O)CNC(=O)c3ccc(Br)o3)CC2)cc1
 : -10.3, 0.6, 0.1, -6.8, 2.6, 5.1, 2.1, -1.0, -2.1, 103.0
- CSc1nccc(-c2nn(-c3ccc(C)cc3)ccc2=O)n1
 : -2.9, -2.8, 21.9, -1.8, -6.5, 3.8, -10.1, 42.4, 0.4, 97.0
- COc1cc(N)c(Cl)cc1C(=O)OCC(=O)N1CCCC1
 : -16.0, -4.3, -0.9, -1.5, 13.1, -8.6, 11.3, 0.7, -1.7, 97.0
- Cc1ccc(NC(=O)Nc2ccon2)cc1
 : -11.7, -2.1, 0.8, -3.4, 2.8, -31.4, -7.3, 0.9, 0.8, 10.0*
- CCOc1ccc(CC(=O)NNC(=S)NC)cc1
 : 1.0, 1.1, 1.8, x, 1.0, -16.6, 9.6, -4.2, -0.8, 95.0
- Cc1cc(NC(=O)CSc2nnc(Nc3ccccc3)s2)no1
 : -3.7, -4.9, 1.5, 1.8, 2.2, 14.7, 0.1, 9.2, -1.4, 96.0
- COc1cccc(-c2cc(C(F)(F)F)n3ncc(C(=O)N4CCc5ccccc5C4)c3n2)c1
 : -3.3, -1.5, -1.2, 3.8, -4.1, 7.2, 16.5, 30.4, -1.4, 103.0
- COc1ccc(OC)c(NC(=O)CCCc2ccccc2)c1
 : 1.9, 7.2, 0.2, -7.2, -1.2, 34.6, 11.7, 1.9, -0.2, 97.0
- COc1ccc(-c2cn3ccccc3n2)cc1OC
 : -1.5, -1.8, -7.7, -5.3, 3.5, -41.9, 5.8, -15.6, -1.7, 99.0
- CCCC(=O)Nc1cccc(NC(=O)c2ccc(C)c([N+](=O)[O-])c2)c1
 : -0.1, 3.6, -3.9, 4.7, 2.0, -10.7, 5.7, -0.8, -0.6, 83.0
- O=C(CN1C(=O)NC2(CCCCCCC2)C1=O)NCc1ccc2c(c1)OCO2
 : -9.7, 4.4, 0.3, 5.4, 2.8, -21.9, 3.6, 1.1, 0.5, 96.0
- CN(Cc1ccccc1)C(=O)CN1C(=O)NC2(CCCCCCC2)C1=O
 : -8.9, -4.2, 1.1, -7.0, 5.1, -23.9, 0.3, 1.0, 2.5, 92.0
- Cc1scc(C(=O)Nn2cnnc2)c1-c1ccccc1
 : 8.7, 5.5, 1.7, -2.9, 2.9, x, 9.3, 8.0, -2.1, 105.0
- Cc1ccc(C)c(S(=O)(=O)N2CCCC2CNC(=O)C(=O)NCc2ccco2)c1 (configuration not stated)
 : 0.9, -2.5, -1.9, 0.1, 4.7, 2.6, -6.8, -2.1, -0.5, 90.0
- COc1ccc(NC(=O)Cn2nnc(C(=O)NCc3ccccc3)c2N)c(OC)c1
 : -4.1, -4.8, 5.9, -17.3, -0.3, -34.9, 1.5, -4.3, -0.6, 104.0
- COc1cc(C)c(Br)cc1S(=O)(=O)NCc1ccncc1
 : -4.0, 17.2, 0.1, -4.9, 2.5, 16.5, -3.8, -7.4, 3.5, 98.0
- CCCNC(=O)N1CCCC(C(N)=O)C1 (configuration not stated)
 : -5.0, 7.9, 0.0, 4.6, 0.2, -18.5, -6.2, 1.7, 0.1, 95.0
- O=C(Nc1ccc(Cl)cc1C(=O)N1CCCC1)c1cccc([N+](=O)[O-])c1
 : -7.4, -9.9, 1.9, -3.0, -2.8, 16.4, 10.6, 0.0, -3.0, 105.0
- N#Cc1cn(CCOc2ccccc2F)c2ccccc12
 : 1.1, -0.8, -2.2, -15.4, -8.0, -51.9, 9.2, -7.5, 5.1, 96.0
- Cc1nnc(SCC(=O)Nc2ccc(OC(F)F)c(Cl)c2)n(N)c1=O
 : -3.5, 7.2, -0.5, -5.8, -4.3, 9.3, 5.8, -7.0, -0.8, 97.0
- Cc1ccc(-c2nnn(CC(=O)N(c3ccccc3)C(C(=O)NC(C)(C)C)c3cccs3)n2)o1 (configuration not stated)
 : -10.1, -6.8, -0.8, 3.2, -1.8, -32.8, 3.4, 2.9, 1.5, 88.0
- CN(C)/N=C/c1ccc(/C=N/NC(N)=S)o1
 : -5.6, -1.6, 3.3, -7.1, 0.8, -30.1, -18.1, 7.6, 0.1, 109.0
- O=S(=O)(NC1CC1)c1ccc(F)c(F)c1
 : -6.9, 7.6, 0.4, -1.8, 8.2, -35.4, 0.3, -2.4, -0.8, 99.0
- CC(C)N1CCC(C)(C(=O)Nc2ccccc2Oc2ccccc2)C1 (configuration not stated)
 : -0.4, -5.2, -1.0, x, -1.1, 9.5, 7.0, -0.2, -1.7, 98.0
- CCOC(=O)N1CCN(C(=O)COc2cccc3c2CCN(Cc2cccc(C)c2)C3=O)CC1
 : -1.9, -0.3, -2.3, -7.2, 0.5, 0.7, 16.5, -1.4, 1.1, 101.0
- C=CCn1c(SCC(=O)Nc2ccc(C(=O)OC(C)C)cc2)nnc1-c1cccs1
 : -6.1, -3.0, -3.8, -9.9, 7.7, -0.7, 16.5, -12.4, 23.2*, 86.0
- CCc1sc(C(=O)N2CCc3cc(OC)c(OC)cc3C2CC(=O)O)cc1C (configuration not stated)
 : -8.7, -0.4, 1.2, -1.9, 4.9, -2.8, 2.6, 6.6, -2.9, 90.0
- CC(C)[C@H](NC(=O)c1ccccc1)C(=O)OCC(=O)c1ccc(S(=O)(=O)N2CCCCC2)cc1
 : -2.6, 5.4, -2.5, 2.5, 4.8, 15.2, 7.0, -5.0, -4.1, 96.0
- CC(=O)Nc1c(Br)cc2c(c1Br)Cc1cc(Br)ccc1-2
 : -3.0, 2.2, 1.7, -10.6, -2.2, -28.0, 19.9, -0.9, -0.6, 98.0
- O=C(CN(Cc1ccccc1)C(=O)c1ccc2c(c1)OCCO2)NCc1ccc2c(c1)OCO2
 : -3.2, -3.8, -0.5, -11.3, 0.6, -20.1, -1.2, -0.5, -1.1, 100.0
- CCN(C(=O)COC(=O)c1ccc(OC)c(S(=O)(=O)N2CCCc3ccccc32)c1)C1CCS(=O)(=O)C1 (configuration not stated)
 : -15.5, -0.7, 2.5, -0.2, 0.9, -15.7, 7.7, 0.7, 0.7, 98.0
- CCCC[C@H]1COCCS(=O)(=O)N1Cc1cccc([N+](=O)[O-])c1
 : -13.9, 0.7, -1.6, 4.5, -5.8, 2.0, 2.7, 3.9, -1.8, 99.0
- O=C(CC1SC(N2CCCCC2)=NC1=O)Nc1cccc(C(=O)N2CCCC(C(F)(F)F)C2)c1 (configuration not stated)
 : 2.1, 12.3, -0.9, 6.9, -12.1, -33.0, 7.8, -4.3, 4.4, 104.0
- COc1cc(NC(=O)c2cccnc2)c(OC)cc1NC(=O)c1ccc(Br)cc1
 : -8.9, 1.5, -1.9, 6.4, -0.3, x, 6.9, 0.3, -1.4, 99.0
- Cc1nc(SCC2(C)CC2(Cl)Cl)n[nH]1 (configuration not stated)
 : 1.0, -3.0, 0.1, 4.4, 8.8, -11.8, -3.8, 1.7, -1.0, 101.0

Source: PubChem BioAssay
